# High-throughput results (PubChem)
# miR122 inh: miR-122 Renilla sensor signal increase in Huh7, primary screen, miR-122 inhibitor project, cell-based, single point, plate reader. Huh7 miR-122 Renilla luciferase sensor, 48 h; neutral wells = 0, positive control = 100. activation (reporter increase), % at 12.5 µM. hit rate 0.3% among 340,000;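 active means mean replicate activation score at least 90 and every replicate individually at or above 90; inconclusive means only one of the two criteria met; inactive means neither criterion met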;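 further: higher luciferase means less miR-122 activity so hits act as miR-122 inhibitors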
# CFTR F508del cor: F508del CFTR correction, initial screen, CFBE line, single point | hit rate 0.36% among 350,000 | activity (quench increase), % at 7.58 µM | CFBE cells, YFP halide quenching; stimulated with forskolin plus potentiator P3; % fluorescence drop versus neutral controls;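 active means mean added fluorescence quench of at least 8% versus neutral control, with both replicates also reaching 8%; inconclusive means only one of the mean or replicate conditions met; inactive means mean below 8% and not both replicates reaching 8%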;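 further: cells transiently co-express mutant CFTR-F508del with the halide-sensitive YFP; corrector assay measuring rescue of mutant channel to the surface after 24 h compound exposure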
# CASP6 VEID inh: human caspase-6 inhibitors, primary screen, biochemical, VEID-R110 fluorescence, single point, set 2 | P55212 | purified caspase-6, Z-VEID-R110 cleavage fluorescence | inhibition, % at 12.5 µM | hit rate 0.53% among 350,000;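 active means mean inhibition across replicates at least about 35%, with every replicate also reaching that limit, limit read from the data; inconclusive means only one of the two criteria met; inactive means neither criterion met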;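 further: 0% = median of neutral control wells and 100% = no fluorescence left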
# Target sequence (P55212 24-179 limits assumed): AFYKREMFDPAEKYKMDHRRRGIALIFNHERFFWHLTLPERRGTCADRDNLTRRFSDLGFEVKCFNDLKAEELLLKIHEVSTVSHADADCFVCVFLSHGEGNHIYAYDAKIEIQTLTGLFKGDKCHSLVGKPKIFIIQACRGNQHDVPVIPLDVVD
# Target sequence (P55212 194-293 limits assumed): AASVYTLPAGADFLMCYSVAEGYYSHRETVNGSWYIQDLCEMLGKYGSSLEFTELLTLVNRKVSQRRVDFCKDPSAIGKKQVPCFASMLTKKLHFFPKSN
# ERAP1 HTS inh: human ERAP1 aminopeptidase inhibitors, primary screen, biochemical, single point, plate reader; Endoplasmic reticulum aminopeptidase 1 (Homo sapiens), Q9NZ08; recombinant ERAP1, Leu-AMC fluorescence, 60 min; inhibition, % at 10.7 µM; hit rate 0.15% among 340,000; AID 652197, 2013;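 active means mean replicate inhibition of at least 30%, or all replicates individually reaching that 30% level; inactive means mean below 30% and not every replicate reaching it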;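 further: 0% = neutral control wells and 100% = L-leucinethiol positive control wells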
# SIRT5 block: SIRT5 desuccinylase inhibitors, primary screen, biochemical, fluorescence imaging, single point, set 5; NAD-dependent protein deacylase sirtuin-5, mitochondrial (Homo sapiens), Q9NXA8; hit rate 1.1% among 330,000; Purified SirT5, succinyl-peptide AMC, trypsin-coupled fluorescence; inhibition, % at 15 µM; AID 652115, 2013; in the data active means inhibition above about 15%; inconclusive means no clear call, values can overlap the other calls
# Target sequence (Q9NXA8 whole entry, looked up): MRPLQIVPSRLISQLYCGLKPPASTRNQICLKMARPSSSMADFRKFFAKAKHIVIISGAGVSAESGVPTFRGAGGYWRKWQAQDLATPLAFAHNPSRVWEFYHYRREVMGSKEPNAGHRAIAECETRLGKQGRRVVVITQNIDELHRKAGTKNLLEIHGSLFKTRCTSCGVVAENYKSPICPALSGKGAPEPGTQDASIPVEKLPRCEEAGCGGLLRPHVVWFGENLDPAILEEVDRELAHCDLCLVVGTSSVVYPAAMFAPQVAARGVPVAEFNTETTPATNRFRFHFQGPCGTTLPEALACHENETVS
# ERp5 block: inhibitors of ERp5-driven insulin aggregation, primary screen, biochemical, turbidity, absorbance 650 nm, single point; Protein disulfide-isomerase A6 (Homo sapiens), Q15084; 90 min; inhibition, % at 9.99 µM; hit rate 0.05% among 350,000; AID 651711, 2012;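 active means mean replicate inhibition above about 25%, with every replicate also reaching it, limit read from the data, passing the limit was not always enough; inconclusive means only one of those two criteria met; inactive means neither criterion met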
# Target sequence (Q15084 whole entry, looked up): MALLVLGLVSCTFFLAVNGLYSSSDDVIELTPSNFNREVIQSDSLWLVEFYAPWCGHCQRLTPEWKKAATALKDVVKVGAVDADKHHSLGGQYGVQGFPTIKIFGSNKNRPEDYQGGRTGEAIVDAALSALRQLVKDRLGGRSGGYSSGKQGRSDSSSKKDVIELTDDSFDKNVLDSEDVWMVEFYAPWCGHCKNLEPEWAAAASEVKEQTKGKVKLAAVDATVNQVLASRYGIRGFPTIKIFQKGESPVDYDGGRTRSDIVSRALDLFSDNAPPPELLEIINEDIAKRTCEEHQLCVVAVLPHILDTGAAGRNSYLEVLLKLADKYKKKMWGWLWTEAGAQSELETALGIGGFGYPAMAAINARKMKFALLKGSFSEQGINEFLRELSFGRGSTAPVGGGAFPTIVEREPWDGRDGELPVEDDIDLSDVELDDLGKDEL
# DENV2 CPE: inhibitors of DENV2 cytopathic effect, primary screen, cell-based, plate reader, single concentration. DENV2-infected cells, cytopathic effect rescue. CPE inhibition, % at 9.99 µM. hit rate 1.7% among 350,000; in the data active means CPE inhibition above about 20%, passing the limit was not always enough; inconclusive means no clear call, values can overlap the other calls; tested in BHK-21 cells;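 further: 0% = median of neutral control wells and 100% = median of positive control wells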
# Starred values were filed as active, the others as inactive; u = inconclusive; x = no result given; & = joins results of further samples; [ ] = another dose, or the depositor's remark.
SMILES,miR122 inh,CFTR F508del cor,CASP6 VEID inh,ERAP1 HTS inh,SIRT5 block,ERp5 block,DENV2 CPE
CNC(=O)C1=C(C)n2c(nc3ccccc32)NC1c1ccc(OC)cc1 (stereo not given),1,0.6,0,0,-3,-7,x
Cc1ccc2nc3c(cc(S(=O)(=O)c4ccccc4)c(=N)n3Cc3ccco3)c(=O)n2c1,-5,-0.1,11,-60,-1,1,6
C/C(Sc1nnc(Cc2ccccc2)o1)=C(/O)c1ccccc1,-1,3.5,-2,-8,-3,-7,2
O=C(NCc1ccccc1)/C(=C/c1ccc([N+](=O)[O-])cc1)NC(=O)c1ccco1,x,0.6,5,1,-3,3,2
CCC(=O)N1CCCCN2[C@H](CO)[C@@H](c3ccc(-c4cccc(C#N)c4)cc3)[C@@H]2C1,-3[16.7 µM],1.9,-1,-1,-1,0,12
CC1CCC(NC(=O)CCNS(=O)(=O)c2ccccc2)CC1 (stereo not given),x,2.2,-3,2,-7,1,11
C[C@@H]1CN([C@@H](C)CO)C(=O)c2cccc(NC(=O)NC3CCCCC3)c2O[C@H]1CN(C)CC1CC1,3[16.7 µM],1.9,2,-10,-1,1,9
C[C@@H]1CN([C@@H](C)CO)C(=O)c2cc(Br)cnc2O[C@H]1CN(C)C(=O)c1cccc(F)c1,-3,-1.2&6.2,-4&-2,5&1,-3&-2,5&4,-5&6
Cc1cccc(OCc2nc(C#N)c(N3CC(C)CC(C)C3)o2)c1 (stereo not given),x,2.6,2,x,x,2,5
CCN(CC)C(=O)COC(=O)C1=NN(c2cc(C)ccc2C)C(=O)CC1,-5,1.7,-1,-5,-2,5,7
CC(C)OCCCNC(=O)CN1C(=O)/C(=C/c2ccccc2F)Oc2ccccc21,15,-1.0,1,3,-8,-1,-6
COc1cccc(CNC(=O)CCC2CCCN(C(=O)c3ccoc3C)C2)c1 (stereo not given),-6,0.1,2,2,-3,3,0
Cc1noc(C)c1NC(=O)N(C)C[C@H]1Oc2ncc(C#CC(C)C)cc2C(=O)N([C@H](C)CO)C[C@@H]1C,2[16.7 µM],0.2,0,1,-1,1,-9
Cc1ccc(S(=O)(=O)NCC(=O)OCC(=O)Nc2ccc3c(c2)OCCO3)cc1,-1,-4.1,-1,0,-5,-1,-3
O=C(N/N=C/c1ccccc1)c1ccc2c(c1)OCO2,2,-3.3,1,-7,-1,2,-5
CC(=O)Nc1ccccc1NC(=O)c1ccc2c(c1)OCO2,3,0.7,-1,-5,x,2,-7
COc1ccc2c3c(n(C)c2c1)[C@H](CO)N(C)CC31CCN(C(=O)CN2CCOCC2)CC1,x,-0.3,x,x,-3,6,53*
CCCC(=O)N1CCC1(C)C(=O)Nc1ncc(C(=O)OC)s1 (stereo not given),-1,0.6,-1,4,1,5,-4
C[C@H](CO)N1C[C@H](C)[C@H](CN(C)S(=O)(=O)c2ccccc2)Oc2ncc(-c3ccncc3)cc2C1=O,5[16.7 µM],0.6,0,4,0,-4,u
CCOC(=O)C1=C(C)NC(C)=C(C(=O)OCC)C1C(=O)OCC(=O)NCc1ccc(F)cc1,2,-1.0,1,12,0,1,-2

# Among those listed so far, 2 have a cyano group:
SMILES,miR122 inh,CFTR F508del cor,CASP6 VEID inh,ERAP1 HTS inh,SIRT5 block,ERp5 block,DENV2 CPE
CCC(=O)N1CCCCN2[C@H](CO)[C@@H](c3ccc(-c4cccc(C#N)c4)cc3)[C@@H]2C1,-3[16.7 µM],1.9,-1,-1,-1,0,12
Cc1cccc(OCc2nc(C#N)c(N3CC(C)CC(C)C3)o2)c1 (stereo not given),x,2.6,2,x,x,2,5

# More results:
SMILES,miR122 inh,CFTR F508del cor,CASP6 VEID inh,ERAP1 HTS inh,SIRT5 block,ERp5 block,DENV2 CPE
CC(C)c1cc(-c2cc(C(=O)NCc3ccccc3)on2)nc(NC2CCCC2)n1,x,3.0,1,-3,0,-1,22*
CCCC(=O)Nc1c(-c2ccccc2Cl)c(=O)c2ccccc2n1C,4,2.9,1,-1,2,1,-1
CCc1ccc(NC(=O)Cn2nc(C)n3cccc3c2=O)cc1,-1,0.6,-2,4,-3,7,2
CC(C)CN(C(=O)CSc1ncnc2sccc12)C1CCS(=O)(=O)C1 (stereo not given),78,0.6,1,4,1,0,3
CC1(C)CC(=O)C(C=NCCN2CCNC2=O)=C(O)C1,-8,-0.9,-4,2,-4,7,-7
OCCCNc1ncnc2c1ncn2[C@H]1CN(Cc2ccco2)C[C@@H](CO)O1,4,2.0,2,-1,x,-4,-9
COCCNc1nc(NCCOc2ccccc2Cl)c2sccc2n1,-5,-2.6,2,-2,-1,2,-2
O=C(NC[C@H]1N[C@H](CO)[C@@H]1c1ccc(C2=CCCCC2)cc1)c1ccccc1,-21[16.7 µM],0.1,x,x,x,x,-18
C[C@@H]1CN([C@@H](C)CO)C(=O)c2cc(C#Cc3ccccc3F)cnc2O[C@H]1CN(C)C(=O)C1CCOCC1,-1[16.7 µM],-1.3,8,-2,-1,-2,0
COc1ccc(NS(=O)(=O)c2cccc(C(=O)NNC(=O)c3ccc(NC(C)=O)cc3)c2)cc1,4,2.1,-3,-1,-1,3,-4
Cc1ccnc(NS(=O)(=O)c2ccc(NS(=O)(=O)c3ccccc3)cc2)n1,-10,x,13,1,x,0,x
CC(C)NC(=O)Nc1ccc2c(c1)CC(=O)N([C@@H](C)CO)C[C@H](C)[C@H](CN(C)Cc1ccncc1)O2,5[16.7 µM],-2.1,1,0,1,1,-5
COc1ccc(NC(=O)C(c2ccc(C#N)cc2)n2c(=O)c(-c3ccco3)nc3ccccc32)cc1 (stereo not given),x,3.3,7,x,0,-6,19
O=C(c1ccc(F)cc1)N1CCC(C(=O)N2CCN(c3ncccn3)CC2)CC1,-7,-0.7,-2,-2,x,2,11
O=C(O)c1cccc(N2C(=O)c3cc4cccc(Br)c4cc3C2=O)c1,x,-0.1,5,1,-5,-8,-2
COc1ccc(CNCCS(=O)(=O)NN2CCOCC2)cc1,5,-1.4,1,x,x,1,-6
C[C@H]1CN([C@@H](C)CO)C(=O)CCCn2nncc2CO[C@@H]1CN(C)C(=O)Nc1cccc(C(F)(F)F)c1,7[16.7 µM],3.4,0,1,-2,2,0
Cc1noc(C)c1C(=O)NCC1COc2ccccc2O1 (stereo not given),x,19*,3,3,-1,-3,-4
COC(=O)c1ccc(NC(=O)CCc2nnc3ccc(NCc4ccco4)nn23)cc1,-3,4.2,5,2,-5,-1,7
C=CCn1c(=O)/c(=C/c2ccc(O)cc2)s/c1=C(/C#N)c1nnc2n1CCCCC2,-6,0.0,-3,5,0,7,5
COc1ccc(C(C(=O)NC(C)(C)C)N(C(=O)CCC(=O)Nc2ccccn2)C2CCCCC2)cc1 (stereo not given),x,-0.5,2,0,12,-5,-6
Cc1noc(C)c1S(=O)(=O)Nc1cccc2c1O[C@H](CN(C)S(=O)(=O)c1ccccc1)[C@H](C)CN([C@@H](C)CO)C2=O,-2[16.7 µM],-7.3,3,-6,-1,5,8
CC[C@]12C(=O)N(C)C[C@H]([C@@H]3C(=O)N(Cc4ccccc4)C(=O)[C@@H]31)N2C(=O)c1ccc(Br)cc1,x,-0.1,5,-1,8,-5,6
Cc1ccc(-n2c(SCC(=O)Nc3ccc(Cl)cc3)nc(O)cc2=O)cc1,13,-1.0,5,-1,-3,-1,0
O=C(Nc1cccc(-n2cnnn2)c1)C1CCCN(Cc2cccc(C(F)(F)F)c2)C1 (stereo not given),52,1.2,0,-9,2,5,-6
COc1ccc(NC(=O)Nc2ccc3c(c2)C(=O)N([C@@H](C)CO)C[C@@H](C)[C@H](CN(C)S(=O)(=O)c2ccc(F)cc2)OCCCC[C@@H](C)O3)cc1,-6[16.7 µM],-0.5,0,1,15*,3,-9
COc1ccc(/C=C2/SC(=O)N(CCCCCC(=O)Nc3ccccc3C(=O)O)C2=S)cc1,-7,-0.3,x,0,1,-1,-7
O=C(O)C1CC=CCC1C(=O)Nc1ccccc1C(=O)N1CCN(c2ccc(Cl)cc2)CC1 (stereo not given),-4,2.1,3,-9,4,5,x
C[C@H](NC(=O)N(C)C[C@H]1OCc2ccccc2-c2ccccc2C(=O)N([C@@H](C)CO)C[C@@H]1C)c1ccccc1,x,1.8,1,0,3,3,3
Cc1noc(C)c1NC(=O)N(C)C[C@H]1Oc2ccc(NS(=O)(=O)c3ccc(Cl)cc3)cc2CC(=O)N([C@@H](C)CO)C[C@H]1C,11[16.7 µM],-1.5,1,1,4,-8,-4
CC(=O)C1=C(O)CC(c2ccccc2)CC1=NCCc1c(C)[nH]c2ccccc12 (stereo not given),-3,-1.1,0,-3,1,3,10
Cc1ccccc1NC(=O)Nc1ccc2c(c1)C(=O)N(C)[C@@H]1CC[C@H](CC(=O)NCC3CC3)O[C@@H]1CO2,-47[16.7 µM],0.4,0,4,0,0,-3
Nc1nonc1-n1nnc(C(=O)N/N=C/c2cccs2)c1CSc1ccccc1,0,-2.1,-5,4,-5,-2,8
Cc1cccc(N=C2C(=O)Nc3c(Cl)cccc32)c1,x,0.2,1,x,0,6,4
Cc1cc(C)c(S(=O)(=O)N2CCOCC2)cc1C,x,0.4,-2,1,-4,8,10
Cc1cccn2c(=O)c3cc(C#N)c(=NC(=O)c4ccccc4)n(Cc4ccco4)c3nc12,-5,0.3,13,-25,-8,-6,-3
CC1(C)CC(=O)C(=Cc2cn(CCC#N)nc2-c2ccc(Cl)cc2)C(=O)C1,x,x,-2,10,7,-11,6
O=C(C[C@H]1CC[C@H](NS(=O)(=O)c2ccccc2F)[C@H](CO)O1)NCCCN1CCOCC1,-2[16.7 µM],-1.1,2,0,-1,1,-5
COc1ccccc1N1CCN(CC(=O)NCc2ccc(Cl)cc2)CC1,-3,-0.6,-3,-4,-2,-1,1
COc1ccc(CN(C)C[C@H]2OCCCC[C@H](C)Oc3ccc(NS(=O)(=O)c4ccccc4)cc3C(=O)N([C@@H](C)CO)C[C@@H]2C)cc1,1[16.7 µM],1.7,0,-1,-6,0,-6
CN1c2ccc(-c3ccc(F)cc3)cc2[C@@H]2[C@@H](CCN2S(=O)(=O)c2cccc(F)c2)[C@H]1CO,-7[16.7 µM],1.2,4,0,4,0,-23
NC(=O)c1cc2cc(Br)ccc2o/c1=N/NC(=O)c1cccc(F)c1,0,-0.8,-1,1,-2,3,1
C[C@@H]1CN([C@H](C)CO)C(=O)c2cccc(NC(=O)Nc3ccc(F)cc3)c2O[C@H]1CN(C)S(C)(=O)=O,-2[16.7 µM],-9.0,x,x,-4,2,2
O=C(NCc1ccccc1CN1CCCC1)c1ccc(Cl)c(S(=O)(=O)N2CCCC2)c1,-3,1.0,-7,-1,-1,1,-1
CCOC(=O)c1sc(=NC(=O)CCSc2ccccc2)n(C)c1C,x,0.9,0,0,-1,-2,-1
CCOC(=O)c1ccccc1-n1c(C)cc(C2N=C(N)Nc3nc4ccccc4n32)c1C (stereo not given),3,-1.0,7,6,-3,5,-1
COC(=O)c1cc2c(c3c4cc(OC)ccc4n(S(=O)(=O)c4ccccc4)c13)C(=O)N(Cc1ccc(C(F)(F)F)cc1)C2,x,-1.0,-3,-3,x,1,-5
Cc1ccc(S(=O)(=O)N2CCN(Cc3ccco3)CC2)c(C)c1,1,2.3,2,-3,-2,3,5
COc1ccccc1Cn1c(C)c(C(=O)NCc2ccco2)sc1=O,x,0.3,12,x,x,-3,1
CC(C)N(C(=O)CN1C(=O)NC(c2ccccc2)(c2ccccc2)C1=O)C(C)C,4,-0.7,0,2,-13,5,12
COc1ccc(OC(=O)N(C)C[C@@H]2OCc3ccccc3-c3ccccc3C(=O)N([C@H](C)CO)C[C@@H]2C)cc1,x,-0.5,6,-2,0,-4,1

# This is a random part of the collection; overall some 4% were active at least once.
